Furin inh – human furin inhibitors, primary screen, biochemical, fluorescence intensity; P09958; purified furin, fluorogenic substrate cleavage; AID 463115, 2010; inhibition, % at 30 µM; actives 0.061% (n = 220,000); in the data active = inhibition above about 25%; note: inactives centre near -15
PERK inhibitor – block of dimerizer-induced PERK translation repression, primary screen, PERK inhibitor project, CHO PERK-DD cells, SEAP luminescence, HTS. Eukaryotic translation initiation factor 2-alpha kinase 3 (Homo sapiens), Q9NZJ5. CHO PERK-DD fusion, SEAP luminescence translation reporter. inhibition, % at 5.6 µM. actives 0.17% (n = 220,000). AID 1416, 2008;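 active = inhibition above the mean inhibition of all tested compounds plus 3 SD, set separately per screening campaign, cut at about 2.9% in these data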;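 note: PERK kinase domain activated by AP20187 dimerizer at 100 nM; 0% = DMSO with dimerizer and 100% = rapamycin at 8.4 µM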
FXIa inh 1536 – human FXIa protease inhibitors, primary screen, biochemical, 1536-well. AID 798, 2007. Coagulation factor XI (Homo sapiens), P03951. purified FXIa, Boc-Glu-Ala-Arg-AMC fluorogenic substrate. actives 0.14% (n = 220,000). inhibition, % at 5 µM;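 active = inhibition of at least 40%; inactive = inhibition below 40%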;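 note: fluorescence of freed AMC excited at 355 nm; 0% = enzyme without compound and 100% = no enzyme blank; many of its hits are not listed in these tables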
FXIIa inh – human FXIIa protease inhibitors, primary screen, biochemical, 1536-well. Coagulation factor XII (Homo sapiens), P00748. purified FXIIa, Boc-QGR-AMC fluorogenic substrate, 2 h. inhibition, % at 5 µM. actives 0.3% (n = 220,000); in the data active = inhibition above about 40%;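 note: 0% = enzyme with no compound and 100% = blank without enzyme; many of its hits are not listed in these tables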
Target sequence (P00748 20-372 limits assumed): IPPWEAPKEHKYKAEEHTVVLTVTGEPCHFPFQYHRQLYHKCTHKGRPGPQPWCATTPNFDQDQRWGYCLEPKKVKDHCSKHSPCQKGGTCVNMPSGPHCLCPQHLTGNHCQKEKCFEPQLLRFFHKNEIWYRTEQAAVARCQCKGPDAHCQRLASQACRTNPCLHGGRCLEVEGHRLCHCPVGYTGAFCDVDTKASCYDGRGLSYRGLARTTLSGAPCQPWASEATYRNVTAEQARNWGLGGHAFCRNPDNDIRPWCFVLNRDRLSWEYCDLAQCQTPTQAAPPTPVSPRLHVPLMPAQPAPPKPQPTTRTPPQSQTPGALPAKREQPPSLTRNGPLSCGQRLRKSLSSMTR
Target sequence (P00748 373-615 limits assumed): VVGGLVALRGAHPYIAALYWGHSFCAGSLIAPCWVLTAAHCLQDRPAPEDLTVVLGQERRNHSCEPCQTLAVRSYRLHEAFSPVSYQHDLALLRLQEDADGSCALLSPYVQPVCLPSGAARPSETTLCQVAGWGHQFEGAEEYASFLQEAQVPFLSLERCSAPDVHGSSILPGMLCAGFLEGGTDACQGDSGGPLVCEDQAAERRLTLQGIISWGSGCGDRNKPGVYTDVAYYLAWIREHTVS
Cl transport mod – KCC2 cotransporter modulators, thallium flux, primary screen, cell-based, HEK293 KCC2, FluoZin-2 fluorescence, MLSMR | AID 1456, 2008 | B-score of Tl+ flux slope (higher = more flux/activation; lower = inhibition) at 10 µM | Solute carrier family 12 member 5 (Homo sapiens), Q9H2X9 | KCC2 cells, thallium flux FluoZin-2 fluorescence | actives 2.2% (n = 190,000);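 active = thallium flux slope and its plate-corrected score both differing from the plate sample mean at a set confidence after two filtering rounds, in either direction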;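 note: slope of fluorescence scaled to starting intensity during 10 to 20 s after thallium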
Rad51 HR inh – human RAD51 strand exchange inhibitors, primary screen, biochemical, fluorescence. DNA repair protein RAD51 homolog 1 (Homo sapiens), Q06609. hRad51 DNA strand exchange, fluorescence dequenching. inhibition, % at 10 µM. actives 0.085% (n = 200,000). AID 1385, 2008;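 active = inhibition above 40% at the single screening dose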;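 note: 0% = DMSO control wells and 100% = blanks with heterologous ssDNA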
Target sequence (Q06609 whole entry, looked up): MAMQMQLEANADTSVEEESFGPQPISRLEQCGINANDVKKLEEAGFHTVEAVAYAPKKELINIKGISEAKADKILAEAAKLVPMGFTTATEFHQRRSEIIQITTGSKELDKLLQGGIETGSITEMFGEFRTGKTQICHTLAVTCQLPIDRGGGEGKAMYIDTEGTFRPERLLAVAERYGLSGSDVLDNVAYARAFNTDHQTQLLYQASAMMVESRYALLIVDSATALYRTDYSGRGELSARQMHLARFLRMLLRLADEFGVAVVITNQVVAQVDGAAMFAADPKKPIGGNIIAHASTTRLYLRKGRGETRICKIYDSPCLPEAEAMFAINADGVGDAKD
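Material: human Rad51–ssDNA filaments; Probe or stimulus: labelled 47-mer dsDNA for strand exchange; Doses: single 10 µM dose; Incubation: 37 °C 15-min filament assembly, 30-min compound preincubation, 15-min exchange; Technique: FRET fluorescence dequenching, excitation 485 nm, emission 520 nm; Measure: Fluorescence-based percent inhibition, control- and blank-normalised; Benchmarks: plate control and blank wells.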
hK5 inh – human KLK5 protease inhibitors, primary screen, biochemical, 1536-well | Kallikrein-5 (Homo sapiens), Q9Y337 | recombinant hK5, fluorogenic AMC substrate cleavage | inhibition, % at 5 µM | actives 0.59% (n = 210,000);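 active = inhibition of 40% or more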;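 note: 0% = enzyme controls without compound and 100% = no-enzyme blanks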
Calpain2 inh – inhibitors of pig calpain II, primary screen, biochemical, fluorogenic peptide substrate, 1536-well; purified calpain II, 30 min; inhibition, % at 16 µM; actives 0.37% (n = 220,000);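 active = inhibition above about 50%, limit read from the data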
Thrombin inh – human alpha-thrombin inhibitors, primary screen, counter-screen for coagulation protease inhibitor project, biochemical, 1536-well, fluorogenic AMC substrate | Boc-VPR-AMC fluorogenic substrate cleavage | Prothrombin (Homo sapiens), P00734 | actives 0.26% (n = 220,000) | inhibition, % at 5 µM;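 active = inhibition at or above 40%; inactive = inhibition below 40%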;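 note: 0% = enzyme with no compound and 100% = wells without enzyme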
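Assay system: human alpha-thrombin enzyme. Reagent: Boc-VPR-AMC substrate, 15 µM final. Compound dosing: one concentration per compound, 5 µM, with 0.2% DMSO. Incubation: room-temperature reaction. Technique: AMC fluorescence, 355/460 nm. Measure: % inhibition relative to enzyme controls and enzyme-free blanks.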
An asterisk follows results filed as active; nt = not tested or not shown; [ ] = another dose, or the depositor's remark.

SMILES	Furin inh	PERK inhibitor	FXIa inh 1536	FXIIa inh	Cl transport mod	Rad51 HR inh	hK5 inh	Calpain2 inh	Thrombin inh
Cc1cc(OCC(=O)Nc2ccc(N3CCN(C(=O)c4ccco4)CC3)cc2)cc(C)c1Cl	-17[20 µM]	-0.1	4	5	nt	2	-3	-71	-3
O=C(Nc1ccc(N2CCOCC2)cc1)c1ccc(Cl)nc1	-13[20 µM]	2.0	17	17	0.33	17	0	-4	-2
O=C(COCC(=O)Nc1cccc(C(F)(F)F)c1)Nc1cccc(C(F)(F)F)c1	2[20 µM]	0.8	-3	2	0.065	-1	-5	-22	6
C/C(=N\OC(=O)c1ccc(Br)cc1)c1ccccn1	-6	0.2	8	7	-0.82	5	-15	25	-10
COc1ccc(S(=O)(=O)N2CCC[C@H]2C(=O)NC2=NCCS2)cc1	-11[20 µM]	-0.3	5	4	0.22	-2	1	3	-4
CCOC(=O)C1C(c2cccc([N+](=O)[O-])c2)C2C(=O)NN=C2CC1(C)O (centres undefined)	-22	-0.1	1	8	0.49	-9	0	-26	-10
O=C1CCCC2=C1C(c1cccs1)CC(=O)N2c1ccc(F)cc1 (centres undefined)	-28	0.0	-3	3	0.026	1	-12	26	-1
CCC(COC)NCc1cn(-c2ccc(F)cc2F)nc1-c1ccccc1C (centres undefined)	-26	0.0	1	14	0.59	-5	1	-28	0
COc1ccc(CCNc2cc(-c3ccccc3)nc3ncnn23)cc1	-12[20 µM]	-0.8	6	17	4.7*	nt	3	-38	-1
O=c1/c(=C/c2ccc(O)c([N+](=O)[O-])c2)sc2nc3ccccc3n12	-2	0.6	4	6	-3.7*	3	0	3	-11
O=C(O)CCNC(=O)c1cncc(Br)c1	-8[20 µM]	-0.1	-1	7	-0.96	0	-8	-22	-2
COc1ccc(C(=O)NNC(=O)CSc2nnc(COc3ccc4ccccc4c3)n2C)cc1	-20[20 µM]	0.6	-8	3	nt	-9	-5	-5	-5
COc1ccc(NS(=O)(=O)c2cccc(Cl)c2)cc1S(=O)(=O)N1CCCCC1	-13	0.3	2	12	0.75	-8	-14	10	2
CC1CCCCC12NC(=O)N(CC(=O)NCc1ccc3c(c1)OCO3)C2=O (centres undefined)	-19	-0.1	34	28	0.035	-7	17	17	29
COc1ccccc1Oc1nc2ccccn2c(=O)c1/C=C(\C#N)C(=O)Nc1c(C)n(C)n(-c2ccccc2)c1=O	-7	-0.8	4	8	-0.27	8	2	-47	1
Cc1ccc(S(=O)(=O)NCc2ccncc2)cc1C	-16	-0.4	-7	6	0.5	-2	-3	-31	-13
CC(=O)N1CCC2(CC1)C(C#N)=C(N)Oc1n[nH]c(C)c12	-20	1.6	-6	8	0.47	-6	-14	-9	-1
Clc1ccc(-c2nnc3n2CCCC3)cc1Cl	-20	1.3	3	14	0.0064	0	-20	26	0
Cc1cccc(NC(=O)CCN2CCN(C/C=C/c3ccccc3)CC2)c1	-5[20 µM]	-2.2	-2	10	-2.7	6	-25	-38	-2
COC(=O)CSc1nc(C)cc(N2CCOCC2)n1	-25	0.7	-2	13	nt	nt	10	-14	2
COC(=O)c1cc(C(=O)Nc2cccc(C)n2)cc([N+](=O)[O-])c1	-24[20 µM]	-0.5	-2	3	0.47	-5	-6	-16	1
COc1ccc(OC)c(-c2nc3c(C)n[nH]c(=O)c3[nH]2)c1	5[20 µM]	-0.1	-11	-12	0.78	2	-35	-8	12
O=C(O)c1ccccc1-n1cccc1C(=O)O	-11	1.0	1	4	0.15	-16	-6	6	0
CCOC(=O)c1cc(-c2ccc(C)cc2)n(CCC(=O)N2CCN(c3ccccn3)CC2)c1C	-9	-0.5	5	7	0.23	3	-21	-20	-8
CCOC(=O)c1c(N)nn(C(C)=O)c1-c1ccccc1	-17[20 µM]	1.3	-7	-1	0.087	19	86*	10	3
CCOC(=O)C1=C(CSc2nncn2C)NC(=O)NC1c1cc(OCC)ccc1OCC (centres undefined)	-9[20 µM]	0.3	-8	-5	0.46	4	0	-1	-5
CCC(=O)Nc1cccc(-c2cn3cccc(C)c3n2)c1	-18	0.6	-4	-2	-0.79	10	0	-5	-7
COc1ccc(CCNC(=O)Nc2cccc([N+](=O)[O-])c2)cc1	-10	-0.8	-5	5	-0.7	-1	-9	24	3
Cc1cc(C(=O)OCC(=O)NCc2ccccc2)c(C)o1	-17	1.5	2	12	-0.13	6	3	-16	2
Cc1cccc(C(=O)NNC(=O)CCn2nnc3ccccc32)c1	-9	-0.1	-6	5	-0.21	0	-5	-21	-10

Filtered by structure, the compounds so far containing a nitro group on carbon.
SMILES	Furin inh	PERK inhibitor	FXIa inh 1536	FXIIa inh	Cl transport mod	Rad51 HR inh	hK5 inh	Calpain2 inh	Thrombin inh
CCOC(=O)C1C(c2cccc([N+](=O)[O-])c2)C2C(=O)NN=C2CC1(C)O (centres undefined)	-22	-0.1	1	8	0.49	-9	0	-26	-10
O=c1/c(=C/c2ccc(O)c([N+](=O)[O-])c2)sc2nc3ccccc3n12	-2	0.6	4	6	-3.7*	3	0	3	-11
COC(=O)c1cc(C(=O)Nc2cccc(C)n2)cc([N+](=O)[O-])c1	-24[20 µM]	-0.5	-2	3	0.47	-5	-6	-16	1
COc1ccc(CCNC(=O)Nc2cccc([N+](=O)[O-])c2)cc1	-10	-0.8	-5	5	-0.7	-1	-9	24	3

More records.
SMILES	Furin inh	PERK inhibitor	FXIa inh 1536	FXIIa inh	Cl transport mod	Rad51 HR inh	hK5 inh	Calpain2 inh	Thrombin inh
OCC1CCCN(Cc2cn(Cc3ccccc3)nc2-c2cc3ccccc3o2)C1 (centres undefined)	-30	-0.1	-5	1	0.38	1	-3	-7	-1
COC1(OC)C(=N/O)/C(=N\O)CCC1O (centres undefined)	-24	1.4	3	12	0.72	0	-8	-22	3
Cc1nnc(SCc2ccccc2)n1CC1CCCO1 (centres undefined)	-11[20 µM]	-0.1	2	9	0.059	5	0	12	4
C=CCNC(=O)c1onc(CSc2ccccn2)c1C(=O)NCC=C	-20	nt	1	4	0.21	-3	0	9	-2
O=C(O)C1CC=CCC1C(=O)Nc1ccc2c(c1)OCCO2 (centres undefined)	-7[20 µM]	0.7	0	8	0.22	-1	-6	18	-1
CCCC1=C(C(=O)OCC)C(c2ccc(NC(C)=O)cc2)NC(=O)N1 (centres undefined)	-16[20 µM]	1.8	-5	17	0.26	7	-8	-36	-5
CCOc1ccc(-c2cc(CCCC(=O)NCCCOC)no2)cc1	-15	0.7	3	17	-1.3	-13	-8	-12	1
COc1ccc(C(=O)Nc2ccc(CN3CCCCC3)cc2)cc1	-24	0.2	0	8	0.036	-2	2	-108	-9
Cc1ccc(S(=O)(=O)NCC(=O)N2CCN(c3ccccn3)CC2)cc1	-12[20 µM]	-0.6	-8	11	0.45	6	-26	-53	3
Cc1cccc(C)c1NC(=O)COC(=O)CSc1nnc(N)s1	-16	1.1	10	13	1.4	3	1	-10	-15
O=C(Nc1nc2ccccc2[nH]1)C1CCC1	-35	-1.0	-4	nt	-0.49	-2	-2	-26	-6
Cn1c(CNC(=O)c2ccco2)nnc1SCC(=O)Nc1c(F)cc(F)cc1Br	-19	0.7	-6	2	0.69	12	-6	-20	-2
CCOC(=O)C1=C(CNCc2ccccc2Cl)NC(=O)NC1c1cccc([N+](=O)[O-])c1 (centres undefined)	-9	-1.7	-7	4	-1.1	6	2	23	5
Cc1cc(C)n(-c2cc(C)c(C)cc2Br)n1	-10[20 µM]	0.7	20	23	nt	11	-14	-9	-4
O=C(/C=C/c1ccc(-c2ccccc2[N+](=O)[O-])o1)c1ccccc1	-2	0.1	6	13	-1.5	-13	-7	-19	-11

Reprinted from the part before: two compounds, followed by the next part.
SMILES	Furin inh	PERK inhibitor	FXIa inh 1536	FXIIa inh	Cl transport mod	Rad51 HR inh	hK5 inh	Calpain2 inh	Thrombin inh
Cc1cc(C)n(-c2cc(C)c(C)cc2Br)n1	-10[20 µM]	0.7	20	23	nt	11	-14	-9	-4
O=C(/C=C/c1ccc(-c2ccccc2[N+](=O)[O-])o1)c1ccccc1	-2	0.1	6	13	-1.5	-13	-7	-19	-11
c1ccc(Oc2nc(Oc3ccccc3)nc(N3CCOCC3)n2)cc1	-27	-0.6	-9	-3	-1	-4	1	45	-8
CSC1=N/C(=C\c2ccc(C)o2)C(=O)S1	-9	1.4	2	21	-1.4	2	102*	28	104*
NC1=NS(=O)(=O)NC1c1ccc(F)cc1 (centres undefined)	-16	1.7	0	3	0.068	-33	-3	1	2
O=C(Cc1ccc(Cl)cc1)Nc1cccc(-c2nnc(-c3ccco3)o2)c1	-26	-0.8	-6	0	0.69	-1	17	-81	-4
O=C(NCCCO)c1cc([N+](=O)[O-])cc2c1C=Cc1ccccc1O2	14	-0.5	2	13	0.41	-16	-2	5	4
CCN(CC)CCCNc1nc(C)cc(COC)c1C#N	-63	2.1	-6	-10	0.5	8	-26	-205	-1
CCOC(=O)C1CCN(C(=O)COc2ccc(N(C)S(=O)(=O)c3ccc(C)cc3)cc2)CC1	-18	0.3	-3	4	-1.8	4	-13	-16	-10
CC(C)(C)NC(=O)CN(C(=O)Cn1nnc(-c2ccccc2F)n1)c1cccc2c1CCCC2	-11[20 µM]	-1.6	0	13	-0.88	-10	2	32	-1
CCCc1nc2oc(C(=O)c3ccccc3)c(N)c2c2c1COC(C)(C)C2	-16[20 µM]	-0.1	-12	11	2.1	1	-27	-8	-14
COc1ccc([N+](=O)[O-])cc1NC(=O)C(C)OC(=O)c1cccnc1Cl (centres undefined)	-16	-1.0	-3	9	-1.1	-63	0	-18	-7
OCCn1c(Cl)nc2ccccc21	-16[20 µM]	1.2	-7	0	-0.72	12	-13	21	-6
OCCSc1nc(N2CCOCC2)nc(N2CCOCC2)n1	-11	0.3	-3	10	0.58	14	-4	-3	4
CCOC(=O)c1sc2nc(CC(=O)OC)nc(NCc3ccc(F)cc3)c2c1C	-26[20 µM]	-0.1	-2	7	0.04	3	-25	-41	-1
Cc1ccc(S(=O)(=O)/N=C/c2ccc(N(C)C)cc2)cc1	-19	1.1	3	12	-0.65	3	-7	-6	-4
COc1ccc(C(=O)Nc2ccc(Cl)cc2C(=O)N2CCCC(C)C2)cc1 (centres undefined)	-19[20 µM]	-0.7	-5	6	-0.64	2	-18	11	-4
O=C(CC12CC3CC(CC(C3)C1)C2)N/N=C/c1ccc([N+](=O)[O-])o1	-4	1.8	6	9	-0.0083	-10	12	16	-5
CCOc1cc(C2c3c(n[nH]c3C)C(=O)N2c2ccc(C)cc2)ccc1O (centres undefined)	-31[20 µM]	0.4	3	3	-0.73	-4	-3	15	-4
COc1ccccc1CC(=O)NCc1ccc2c(c1)OCO2	-8[20 µM]	0.3	-4	-7	0.057	2	2	-28	-6
CC(C)(C)C(=O)Nc1cccc(OC(F)(F)C(F)Cl)c1 (centres undefined)	-27	1.0	-9	-10	0.038	18	-29	19	-1
CC(=O)c1cccc(NC(=S)NC(=O)c2ccc(Br)cc2)c1	-13	0.5	2	8	1.5	12	-12	20	-2

The list is partial. The share of hits here may be higher or lower than overall.
